Bioassay records as filed in PubChem BioAssay.
TRPC4 block – inhibitors of mouse TRPC4 channel, primary screen, Fluo4 calcium, HEK293 TRPC4beta/mu-opioid cells | B-score at 10 µM | Short transient receptor potential channel 4 (Mus musculus), Q9QUQ5 | 300,000 tested, 0.39% active | DAMGO-evoked Fluo4 calcium flux; stronger effect = lower value;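 active means B-score over 3 SD under the library average, no early fluorescence shift, positive overall ratio signal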
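Assay system: HEK293 cells with stable TRPC4beta plus mu-opioid receptor expression; Probe or stimulus: DAMGO in two steps, submaximal then maximal; Dosing: single-point compound dosing; Measured by: Fluo4 calcium-dye fluorescence, kinetic read; Read-out basis: B score from integrated Fluo4 fluorescence ratio.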
MrgX1 ag – agonists of human MrgX1 receptor, primary screen, HEK293 cells, Fluo-4 calcium flux; 310,000 tested, 0.44% active; AID 588627, 2011; B-score at 10 µM; Fluo-4 calcium fluorescence, agonist mode; stronger effect = higher value; Mas-related G-protein coupled receptor member X1 (Homo sapiens), Q96LB2;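 active means calcium response B-score plate-corrected fluorescence ratio at least 3 library SD, with starting fluorescence B-score inside 5 SD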
Target sequence (Q96LB2 whole entry, looked up): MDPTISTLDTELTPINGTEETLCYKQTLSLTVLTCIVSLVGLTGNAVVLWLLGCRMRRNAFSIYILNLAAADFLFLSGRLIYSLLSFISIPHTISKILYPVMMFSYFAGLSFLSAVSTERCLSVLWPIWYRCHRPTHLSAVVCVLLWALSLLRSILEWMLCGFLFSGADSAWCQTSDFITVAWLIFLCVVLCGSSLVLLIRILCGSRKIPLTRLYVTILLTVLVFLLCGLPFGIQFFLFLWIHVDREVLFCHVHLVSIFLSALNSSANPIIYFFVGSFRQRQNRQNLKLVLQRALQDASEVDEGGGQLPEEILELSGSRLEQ
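Material: MrgX1-expressing HEK293 cells; input: 15,000 cells per well; doses: test compound given as first of three sequential additions; schedule: overnight plating before 1 h dye loading; technique: Fluo-4 NW calcium-flux fluorescence, kinetic read; evaluation: baseline-normalised fluorescence change ratio, B-scored; control set: plate-wise positive and negative controls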
SKKanGAS inh – S. pyogenes SKKanGAS growth inhibitors in kanamycin, primary screen, streptokinase expression inhibitor project, SKKanGAS strain, BacTiter-Glo luminescence. 6 h. inhibition, % at 7.5 µM. 300,000 tested, 1.3% active. AID 1662, 2009;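 active means mean replicate score, as percent of positive control median, at least 50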;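 further: strain carries kanamycin resistance gene driven by streptokinase promoter and grows in 40 µg/ml kanamycin; loss of luminescence reflects streptokinase promoter inhibition or plain growth inhibition; 0% = median of DMSO wells and 100% = positive control at its reference dose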
TRPC6 inh – mouse TRPC6 channel inhibitors, primary screen, cell-based, HEK293, membrane potential dye; B-score at 10 µM; AID 2553, 2010; ACh-evoked depolarization; stronger effect = lower value; Short transient receptor potential channel 6 (Mus musculus), Q61143; 310,000 tested, 1.1% active;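 active means B-score under library mean minus 3 SD, initial fluorescence not abnormally high, positive integrated signal ratio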;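 further: B-score derived from integrated fluorescence ratio over the kinetic read; more negative B-score means stronger inhibition of depolarization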
HIF act – HIF pathway transcriptional activators, primary screen, cell-based, U2OS HRE-luciferase, luminescence; U2OS HRE-luciferase reporter; normalized: DMSO 0%, desferrioxamine 100%; activation, % at 7.5 µM (by protocol); 300,000 tested, 0.32% active; AID 1910, 2009;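 active means mean activation of at least 10% of the iron chelator positive control signal, with at least half of replicates also reaching 10%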
Platelet DG rel – inhibitors of platelet dense granule secretion, primary screen, cell-based, MLPCN, human platelets; human platelet-rich plasma, SFLLRN dense granule ATP release, luminescence; inhibition, %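 (compounds screened at 7.5 µM in platelet-rich plasma)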; 300,000 tested, 0.22% active;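 active means mean replicate score, as percent of positive control, at or above 50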
MrgX1 antagonist – antagonists of human MrgX1 receptor, primary screen, HEK293 cells, Fluo-4 calcium flux; Mas-related G-protein coupled receptor member X1 (Homo sapiens), Q96LB2; BAM8-22 antagonism; stronger effect = lower value; B-score at 10 µM; 310,000 tested, 1.3% active; AID 588676, 2011;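 active means calcium-response B-score plate-corrected more than 3 library SD below zero, starting fluorescence within 5 deviations, no agonist response on first addition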;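 further: peak minus trough fluorescence over baseline after final BAM8-22 challenge near maximal dose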
MrgX1 PAM – positive allosteric modulators of MrgX1, primary screen, HEK293 cells, Fluo-4 calcium flux | Mas-related G-protein coupled receptor member X1 (Homo sapiens), Q96LB2 | FDSS; stronger effect = higher value | B-score at 10 µM | 310,000 tested, 0.63% active | AID 588675, 2011;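 active means plate-corrected calcium response at least 3 library SD above typical, normal starting fluorescence, not activating the receptor alone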;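 further: compound read alongside a low EC10 to EC30 dose of BAM8-22 agonist; peak minus trough fluorescence over baseline measured at the second addition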
RGS4 inh – RGS4 inhibitors, primary screen, cell-based, HEK293 M3R inducible RGS4, calcium flux | Regulator of G-protein signaling 4 (Homo sapiens), P49798 | Fluo-4 calcium flux; stronger effect = higher value; triggered by carbachol at its EC20 | B-score at 10 µM | 310,000 tested, 0.45% active | AID 463165, 2010;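 active means B-score, a plate-corrected calcium signal, over three deviations above library mean, with baseline fluorescence within five deviations of library mean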;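 further: RGS4 expression induced by doxycycline in cells with stable M3 receptor; B-score is computed from the integrated fluorescence ratio over baseline after carbachol; higher B-score means a larger calcium signal and so more RGS4 inhibition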
Target sequence (P49798 whole entry, looked up): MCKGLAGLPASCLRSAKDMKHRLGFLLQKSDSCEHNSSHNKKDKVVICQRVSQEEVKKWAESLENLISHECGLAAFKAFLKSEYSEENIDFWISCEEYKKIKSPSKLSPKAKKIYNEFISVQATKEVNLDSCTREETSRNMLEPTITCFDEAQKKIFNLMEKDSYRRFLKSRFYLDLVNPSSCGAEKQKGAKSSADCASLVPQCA
TRPC6 activator – mouse TRPC6 channel activators, primary screen, cell-based, HEK293, membrane potential dye; B-score at 10 µM; HEK293-TRPC6 membrane potential dye fluorescence; stronger effect = higher value; Short transient receptor potential channel 6 (Mus musculus), Q61143; 310,000 tested, 0.13% active;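 active means B-score of the integrated fluorescence ratio above library mean plus 3 SD, and starting fluorescence ratio within library mean plus 5 SD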;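 further: higher score means more depolarization so channel activation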
RGS4 act – RGS4 potentiators or activators, primary screen, cell-based, HEK293 M3R inducible RGS4, calcium flux; carbachol calcium flux Fluo4; stronger effect = lower value; B-score at 10 µM; 310,000 tested, 0.92% active;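 active means B-score of the integrated calcium signal more than 4 SD below the library mean, with starting fluorescence not abnormally high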;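 further: negative B-score means reduced calcium response which marks RGS4 activation or potentiation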
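System: HEK293 FlpIn-TREx cells, stable M3R, doxycycline-inducible RGS4. Timing: overnight RGS4 induction, 30 min dye load 37 °C, 20 min compound RT. Also added: carbachol, ECmax concentration. Measured by: Fluo4 fluorescence kinetic imaging of calcium. Evaluation: integrated calcium ratio converted to B score.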
Active calls of the source: *; i = inactive; . = not tested or not shown.

SMILES | TRPC4 block | MrgX1 ag | SKKanGAS inh | TRPC6 inh | HIF act | Platelet DG rel | MrgX1 antagonist | MrgX1 PAM | RGS4 inh | TRPC6 activator | RGS4 act
COc1ccc(/C=N/N2C(=O)C3C4C=CC(CC4)C3C2=O)c(OC)c1 (stereo not drawn) | i | i | -3 | i | -0.1 | 4 | i | i | i | i | i
O=C(Cc1ccc(-n2c(=S)[nH]c3ccccc3c2=O)cc1)N1CCC(N2CCCCC2)CC1 | i | i | 6 | i | 0.3 | 7 | i | i | i | i | i
O=C(CSc1nc2ccccc2o1)NCCOc1ccccc1 | i | i | 0 | i | 0.0 | 12 | i | i | i | i | i
O=C(c1ccncc1)N1CCN(CCc2ccccc2)CC1 | i | i | 1 | i | -1.3 | 4 | i | i | i | i | i
Cc1nc(Cl)c(S(N)(=O)=O)c(C)c1Cl | i | i | 1 | i | -0.5 | 4 | i | i | i | i | i
O=C(Sc1ccc(Cl)cc1)c1ccccn1 | i | i | -13 | i | 1.8 | 5 | i | i | i | i | i
CN(C)/C=N/NC(=O)c1ccccc1Cl | i | i | -1 | i | -1.0 | 1 | i | i | i | i | i
COCCCn1c(SCC(=O)Nc2nnc(C)s2)nnc1-c1ccoc1C | i | i | 4 | i | -0.2 | 16 | i | i | i | i | i
O=C(NCc1ccccc1Cl)C1CCCN(S(=O)(=O)c2cccc3nonc23)C1 (stereo not drawn) | i | i | 12 | i | 0.3 | -3 | i | i | i | i | i
Cc1n[nH]c(C)c1Cc1c(F)cccc1Cl | -6* | i | -5 | i | 1.3 | -11 | i | 25* | i | i | i
COC(C[C@@H]1O[C@H]1[C@@H](O)[C@@H](C)OCc1ccccc1)OC | i | . | 0 | i | 0.0 | -2 | . | . | i | i | i
CN(CC(=O)NCc1ccncc1)S(=O)(=O)c1ccccc1 | i | i | 4 | i | -0.1 | 6 | i | i | i | i | i
COc1cccc(OCc2cc(C(=O)N3CCN(C4CCCCC4)C(=O)C3)no2)c1 | i | i | -1 | i | 0.0 | -16 | i | i | i | i | i
O=C(N/N=C/c1cc([N+](=O)[O-])cc([N+](=O)[O-])c1O)/C(=C\c1cccs1)NC(=O)c1ccccc1 | i | i | 15 | i | 0.0 | -4 | i | i | i | i | i
O=C(c1ccc(NC(=S)NCc2ccco2)cc1)N1CCOCC1 | i | i | -2 | i | 0.4 | -2 | i | i | i | i | i
CCc1ccc(N(CC(=O)NC2CCCCC2)C(=O)CCC(=O)Nc2ccccn2)cc1 | i | i | 0 | i | 0.0 | -3 | i | i | i | i | i
CCCN1CCN(CCCNC(=O)C(CC)n2nc(C)c3sc4ccccc4c3c2=O)CC1 (stereo not drawn) | i | i | -2 | i | 0.3 | 4 | i | i | i | i | i
CCc1cc2c3c([nH]c2cc1S(=O)(=O)N1CCC2(CC1)OCCO2)CCCC3=O | i | i | 3 | i | -0.4 | -17 | i | i | i | i | i
NC(=O)COC(=O)/C=C/c1cccc(Br)c1 | i | i | -12 | i | 0.0 | -4 | i | i | i | i | i
O=C(OCc1nnc(-c2ccccc2)o1)c1cc([N+](=O)[O-])ccc1Cl | i | i | 3 | i | 0.6 | -1 | i | i | i | i | i
CCOC(=O)Cc1nn(C)c(=O)c2ccccc12 | i | i | 14 | i | -0.4 | -1 | i | i | i | i | i
CCOC(=O)C1CCCCN1C(=O)CCn1nnnc1CN1CCOCC1 (stereo not drawn) | i | i | 1 | i | -0.7 | -5 | i | i | i | i | i
Cc1ccc(C)c(N2CCN(C(=O)c3ccc4c(c3)c(C)c(C)n4C)CC2)c1 | i | i | 24 | i | -0.4 | -14 | i | i | i | i | i
CC(=O)N(Cc1cc2c(C)cc(C)cc2[nH]c1=O)C1CCCCC1 | i | i | -13 | i | -9.6 | -7 | i | i | i | i | i
CCC1=NN(S(=O)(=O)c2ccc(C)cc2)C(O)(C(F)(F)F)C1 (stereo not drawn) | i | i | -15 | i | -0.6 | -6 | i | i | i | i | i
CC(C)(C)C(=O)Nc1ccccc1N1CCN(c2ccc(F)cc2)CC1 | i | i | 2 | i | -4.8 | 6 | i | i | i | i | i
CCOC(=O)C1(Cc2ccc(Cl)cc2)CCN(Cc2ccon2)CC1 | i | i | 6 | i | 0.1 | -1 | i | i | i | i | i
CCN(CC)S(=O)(=O)c1ccc(C(=O)Nc2nnc(NC(=S)Nc3ccccc3)s2)cc1 | i | i | 32 | i | -0.6 | 1 | i | i | i | i | i
COc1ccc(/C(C)=N/NC(=O)CNC(=O)c2cccs2)cc1 | i | i | 1 | i | 0.1 | 20 | i | i | i | i | i
CC1CCCN(CCOc2cccc(Oc3ccccc3)c2)C1 (stereo not drawn) | i | i | 2 | i | 0.0 | 2 | i | i | i | i | -8.6*
O=C(NCc1ccccn1)c1ccc(/C=N/O)nc1 | i | i | -9 | i | -0.3 | -8 | i | i | i | i | i
Cc1cc2ccccn2c1C(=O)c1ccccc1Br | i | i | -1 | i | -0.1 | 3 | i | i | i | i | i
N#CCCn1nc(Cc2cccc3ccccc23)c(C#N)c1N | i | i | -1 | i | 0.2 | 0 | i | i | i | i | i
N#Cc1sc2nccc(Nc3ccccc3)c2c1N | i | i | -2 | i | 1.5 | 6 | i | i | i | i | i
Cc1ccc(S(=O)(=O)NCC2COc3ccccc3O2)cc1 (stereo not drawn) | i | i | 2 | i | -0.2 | 7 | i | i | i | i | i
COc1ccc(C)cc1Cn1c(S(C)(=O)=O)nc2ccccc21 | i | i | -15 | i | 0.8 | -10 | i | i | i | i | i
CC(OCc1ccccc1)C(NC(=O)OC(C)(C)C)C(=O)NCC1CCCO1 (stereo not drawn) | i | i | -4 | i | 0.3 | 0 | i | i | i | i | i
CCOc1ccc(C2NC(=O)c3sc(=S)n(-c4ccccc4)c3N2)cc1 (stereo not drawn) | i | i | -6 | i | . | -23 | i | i | i | i | i
O=C(CN1CCOCC1)Nc1c2c(nc3c1CCC3)CCC2 | i | i | 0 | i | 0.1 | -2 | i | i | i | i | i
CC(=O)Nc1ccc(NC(=O)C2CCCN(c3ncccn3)C2)cc1 (stereo not drawn) | i | i | 9 | i | -0.2 | 3 | i | i | i | i | i
CC1CC(C)(C)NCc2ccccc21 (stereo not drawn) | i | i | 2 | i | . | . | i | i | i | i | i
C=CCn1c(=S)[nH]c2nc3c(cc2c1=O)COC(C)(C)C3 | i | i | -6 | i | 0.4 | 6 | i | i | i | i | i
COc1ccc(N2CCN(C(=O)CCCCCn3c(=O)[nH]c4ccsc4c3=O)CC2)cc1 | i | i | -11 | i | -0.3 | 3 | i | i | i | i | i
Cc1ccc(OCCn2cnc3cc([N+](=O)[O-])ccc3c2=O)cc1 | i | i | 9 | i | -0.1 | -4 | i | i | i | i | i
CCCCCCCCCC(=O)OCC(O)CO (stereo not drawn) | i | i | 0 | i | -0.1 | -4 | i | i | i | i | i
Cn1c(=O)n(/N=C/c2ccccc2)c2ccccc21 | i | i | -4 | i | -13 | 11 | i | i | i | i | i
Cc1ccc(NC(=O)c2cc(S(=O)(=O)N3CCOCC3)ccc2F)c(C)c1 | i | i | -4 | i | 0.1 | -2 | i | i | i | i | i
COCC1CCCN(C(=O)c2ccc3oc(CCCc4ccccc4)nc3c2)C1 (stereo not drawn) | i | i | 2 | i | 1.2 | 0 | i | i | i | i | i
CCOc1cc(C2NC(=O)CCC2[N+](=O)[O-])cc(Br)c1OCC (stereo not drawn) | i | i | 3 | i | -1.5 | -5 | i | i | i | i | i
COc1ccc(NC(=O)Cn2nc(Cc3cccnc3)c3ccccc3c2=O)c(OC)c1 | i | i | -4 | i | -0.4 | 5 | i | i | i | i | i
C[C@H]1C=C(C(=O)N2CCOCC2)O[C@@H](OCc2ccc(CO)cc2)C1 | i | i | -4 | i | -3.1 | 1 | i | i | i | i | i
CCN(CC)CCNC(=O)c1ccc(NC(=O)c2ccc(C(=O)c3ccccc3)cc2)cc1 | i | i | -17 | i | 1.4 | 6 | i | i | i | i | i
CC(C(=O)Nc1ccccc1C(=O)N1CCCC1)n1nnc2ccccc21 (stereo not drawn) | i | i | 0 | i | -0.3 | 4 | i | i | i | i | i
CN1C(=O)C(CC(=O)Nc2ccc(Cl)cc2)N(Cc2ccco2)C1=S (stereo not drawn) | i | i | -1 | i | -0.7 | 1 | i | i | i | i | i
O=C(c1ccco1)N(Cc1ccc([N+](=O)[O-])cc1)c1ccc(Br)cc1 | i | i | -1 | i | -0.3 | 0 | i | i | i | i | i
COCC(=O)Nc1ccc(Br)cc1 | i | i | -2 | i | -0.3 | 13 | i | i | i | i | i
Cc1ccc(C(=O)NCCCCNC(=O)c2ccc(C)o2)o1 | i | i | 3 | i | 0.1 | 0 | i | i | i | i | i
CCc1ccccc1N1C(=O)[C@@H]2Cc3ccccc3CN2C1=O | i | i | 2 | i | -0.1 | 0 | i | i | i | i | i
OCC1(CC2CCCCO2)CCN(Cc2cccc(O)c2)CC1 (stereo not drawn) | i | i | -2 | i | 2.0 | -8 | i | i | i | i | i

Copied from the list:
Value of COc1ccc(/C(C)=N/NC(=O)CNC(=O)c2cccs2)cc1 in SKKanGAS inh: 1
Value of CCOC(=O)Cc1nn(C)c(=O)c2ccccc12 in Platelet DG rel: -1
